# PAX8 inh HTS – inhibitors of PAX8-driven TPO luciferase reporter, primary screen, RMG-I cells, single concentration | AID 652154, 2013 | 1.2% of 360,000 active | inhibition, % at 12.6 µM | SteadyGlo, 24 h;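 active means mean replicate inhibition at least 60% with every replicate also reaching 60%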;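 further: luciferase light reporting Pax8 driven TPO promoter activity; plate controls were median of neutral control wells for no effect and mitoxantrone controls for full effect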
# ERAP1 inh – human ERAP1 aminopeptidase inhibitors, primary screen, biochemical, single point, plate reader; recombinant ERAP1, Leu-AMC fluorescence, 60 min; inhibition, % at 10.7 µM; 0.15% of 340,000 active; Endoplasmic reticulum aminopeptidase 1 (Homo sapiens), Q9NZ08;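 active means mean replicate inhibition of at least 30%, or all replicates individually reaching that 30% level; inactive means mean below 30% and not every replicate reaching it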;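 further: 0% = neutral control wells and 100% = L-leucinethiol positive control wells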
# LGR2 antag – inhibitors of bursicon-induced LGR2 CRE-luciferase signal, primary screen, cell-based, HEK293, CRE-luciferase reporter, bursicon stimulation; inhibition, % at 9.99 µM; bursicon-stimulated, 4 h; 0.35% of 380,000 active;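 active means drop in luminescence signal, shown as inhibition above about 50% in the replicate tests, limit read from the data, passing the limit was not always enough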;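 further: agonist challenge used bursicon conditioned medium at about half maximal strength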
# FN deposit inh – inhibitors of fibronectin matrix deposition, primary screen, AH1F cells, Alexa488-fibronectin fluorescence, plate reader; AH1F fibroblasts, overnight; inhibition, % at 12.6 µM; 0.086% of 350,000 active; AID 743247, 2014;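 active means mean inhibition across replicates of 30% or more, regardless of how many single replicates reach that level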;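 further: positive control wells lacked labelled fibronectin entirely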
#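 Assay system: AH1F fibroblast monolayer, labelled fibronectin deposition. Amount: 10000 cells per well. Also added: labelled fibronectin 24 nM. Compound: single-point pinned compound. Incubation: cell attachment 1 h, compound and FN exposure overnight. Detection: fluorescence after three HBSS washes, excitation 485 nm, emission 525 nm. Read-out: inhibition of fibronectin deposition signal.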
# PglD inh – C. jejuni PglD acetyltransferase inhibitors, primary screen, biochemical, DTNB colorimetric, single point. UDP-N-acetylbacillosamine N-acetyltransferase PglD (Campylobacter jejuni). purified PglD enzyme, DTNB colorimetric CoA detection. inhibition, % at 12.5 µM. 0.098% of 360,000 active; in the data active means inhibition above about 16%, passing the limit was not always enough; further: strong numbers were not always called active
# PGC1a acetyl inh – inhibitors of PGC1a acetylation signal, primary screen, cell-based, U2OS, AlphaScreen, inhibitor mode; AlphaScreen anti-acetyl-lysine; with virally co-expressed GCN5 acetyltransferase; inhibition, % at 15.6 µM; 0.17% of 350,000 active; AID 651687, 2012;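 active means every replicate shows inhibition of at least 40%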;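 further: 0% = neutral control wells and 100% = positive control wells; some results beyond the cut were filed as inactive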
# EWS-Fli block – EWS/Fli-driven NR0B1 reporter inhibitors, primary screen, A673 cells, NR0B1 luciferase, luminescence, MLPCN library; viability-normalised; inhibition, % at 12.6 µM; 0.67% of 350,000 active; AID 651661, 2012;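 active means mean inhibition of at least 50% after viability correction, with every replicate also passing that limit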;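 further: firefly luciferase signal divided by Alamar Blue viability fluorescence both relative to DMSO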
# S100A4 MyoIIA – inhibitors of S100A4-myosin IIA peptide binding, primary screen, biochemical, fluorescence polarization, TAMRA-MyoIIA peptide; Protein S100-A4 (Homo sapiens), P26447; inhibition, % at 10.7 µM; 0.14% of 360,000 active;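 active means mean inhibition of at least 70% across replicates, with every replicate also reaching that level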
# Target sequence (P26447 whole entry, looked up): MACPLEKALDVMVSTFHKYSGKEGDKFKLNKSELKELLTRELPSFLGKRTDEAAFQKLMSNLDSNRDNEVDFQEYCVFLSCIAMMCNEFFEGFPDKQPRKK
#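 Test system: S100A4 monomer protein; Medium: HEPES pH 7.2 with CaCl2, KCl, NaCl, DTT, Triton; Probe or stimulus: TAMRA-labelled myosin IIA heavy-chain peptide probe, 5 nM; Doses: one dose per compound; Times: polarization read 5 min after assay mix addition, stable 5–60 min; Benchmarks: neutral control DMSO, positive control TFP.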
# * hit, by the source's call; . = no result given; & = joins results of further samples.
# Start of the listing, in advance, 13 compounds:
SMILES,PAX8 inh HTS,ERAP1 inh,LGR2 antag,FN deposit inh,PglD inh,PGC1a acetyl inh,EWS-Fli block,S100A4 MyoIIA
Cc1cc([N+](=O)[O-])ccc1NCc1ccc2c(c1)OCCO2,-41,-2,-25,-4,-19,-4,-44,-2
CCCN(C)C[C@@H]1Oc2cc(Br)ccc2S(=O)(=O)N([C@H](C)CO)C[C@@H]1C,.,-2,1,.,-1,-25,-3,-43
CCc1noc(C)c1C(=O)Nc1nc2c(C)cc(C)cc2s1,-57,2,-20,-4,-1,.,-13,-3
COc1cccc(CN2[C@H](CO)[C@@H]3c4ccccc4N(C(=O)c4cccnc4)C[C@@H]32)c1,41,0,-14,2,-5,9,-7,23
COc1ccccc1NS(=O)(=O)c1cc(NC(=O)C2CCCO2)ccc1C (centres undefined),4,-2,-4,20,1,.,-16,-2
COCC(=O)Nc1ccc2c(c1)C(=O)N(C)C[C@@H](OC)[C@H](C)CN(C(=O)c1ccncc1)[C@H](C)CO2,.,-1,10,1,3,6,2,5
O=C(C[C@@H]1C=C[C@@H](NC(=O)Nc2ccc(F)cc2)[C@H](CO)O1)NCc1ccccn1,1,-1,3,2,2,-6,1,-3
Cc1sc2nc(CSCC(=O)Nc3ccc(C(=O)N(C)C)cc3)[nH]c(=O)c2c1C,2,0,8,4,6,.,3,-40
C[C@H](CO)N1C[C@H](C)[C@H](CN(C)Cc2ccc(Oc3ccccc3)cc2)Oc2c(NC(=O)c3ccc(-c4nccs4)cc3)cccc2C1=O,.,-4,13,.,-1,-2,-1,1
CC(=O)NC(=S)NNC(=O)CCc1ccccc1,-11,-1,-2,-8,.,.,10,-4
CCCOc1ccc(F)cc1-c1cc(C(=O)NC2CCCCC2)[nH]n1,4,1,27,-12,1,5,-8,0
CC(C)=NNc1cc([N+](=O)[O-])cc2c1C(=O)N(C)S2=O (centres undefined),12,2,-20,-2,.,.,10,2
c1ccc(CCC2=NCCn3cccc32)cc1,8,-2,15,-1&1,-1,-24&-2,2,9

# The whole of this part, from the start:
SMILES,PAX8 inh HTS,ERAP1 inh,LGR2 antag,FN deposit inh,PglD inh,PGC1a acetyl inh,EWS-Fli block,S100A4 MyoIIA
Cc1cc([N+](=O)[O-])ccc1NCc1ccc2c(c1)OCCO2,-41,-2,-25,-4,-19,-4,-44,-2
CCCN(C)C[C@@H]1Oc2cc(Br)ccc2S(=O)(=O)N([C@H](C)CO)C[C@@H]1C,.,-2,1,.,-1,-25,-3,-43
CCc1noc(C)c1C(=O)Nc1nc2c(C)cc(C)cc2s1,-57,2,-20,-4,-1,.,-13,-3
COc1cccc(CN2[C@H](CO)[C@@H]3c4ccccc4N(C(=O)c4cccnc4)C[C@@H]32)c1,41,0,-14,2,-5,9,-7,23
COc1ccccc1NS(=O)(=O)c1cc(NC(=O)C2CCCO2)ccc1C (centres undefined),4,-2,-4,20,1,.,-16,-2
COCC(=O)Nc1ccc2c(c1)C(=O)N(C)C[C@@H](OC)[C@H](C)CN(C(=O)c1ccncc1)[C@H](C)CO2,.,-1,10,1,3,6,2,5
O=C(C[C@@H]1C=C[C@@H](NC(=O)Nc2ccc(F)cc2)[C@H](CO)O1)NCc1ccccn1,1,-1,3,2,2,-6,1,-3
Cc1sc2nc(CSCC(=O)Nc3ccc(C(=O)N(C)C)cc3)[nH]c(=O)c2c1C,2,0,8,4,6,.,3,-40
C[C@H](CO)N1C[C@H](C)[C@H](CN(C)Cc2ccc(Oc3ccccc3)cc2)Oc2c(NC(=O)c3ccc(-c4nccs4)cc3)cccc2C1=O,.,-4,13,.,-1,-2,-1,1
CC(=O)NC(=S)NNC(=O)CCc1ccccc1,-11,-1,-2,-8,.,.,10,-4
CCCOc1ccc(F)cc1-c1cc(C(=O)NC2CCCCC2)[nH]n1,4,1,27,-12,1,5,-8,0
CC(C)=NNc1cc([N+](=O)[O-])cc2c1C(=O)N(C)S2=O (centres undefined),12,2,-20,-2,.,.,10,2
c1ccc(CCC2=NCCn3cccc32)cc1,8,-2,15,-1&1,-1,-24&-2,2,9
O=C(O)COc1ccc(/C=C/c2ccc3cccc([N+](=O)[O-])c3n2)cc1,41,7,1,13,-1,.,13,-4
CCOC(=O)c1ccc(NC(=S)NCc2ccc(F)cc2)cc1,-14,.,31,1,.,.,1,0
CCNC(=S)N1CCN(S(=O)(=O)c2ccccc2C(F)(F)F)CC1,-1,2,7,-6,.,.,3,-3
CC(=O)n1cc([C@@H]2C=C(C(=O)Nc3ccccc3)O[C@H](OCc3ccc(CO)cc3)C2)c2ccccc21,22&46,-3&1,8,-2,3,-56,3&18,-11&-7
O=C(Nc1cc(S(=O)(=O)N2CCCC2)ccc1Cl)C1=COCCO1,-11,.,.,9,-2,-7,.,.
CCOC(=O)C1CCN(c2ccc(Cl)nn2)CC1,-6,.,12,9,.,0,0,-6
CCC(CC)NC(=O)CN1CCN(S(=O)(=O)c2cccs2)CC1,.,4,3,5,5,4,-5,-2
COc1cccc(-c2ccc3c(c2)[C@@H]2[C@@H](CCN2S(=O)(=O)c2ccccc2F)[C@@H](CO)N3C)c1,12,.,-6,-22,-4,-3,8,.
COc1ccc(N(C(=O)c2cccnc2)S(=O)(=O)c2cc(OC)ccc2OC)cc1,23,-2,26,2,1,3,.,-2
Cc1ccn(CC(=O)N2CCCC(N3CCN(c4ccc(F)cc4)CC3)C2)n1 (centres undefined),-13,-1,25,-9,-2,.,.,-2
COc1ccccc1-c1ccc2c(c1)[C@H]1[C@H](CCN1C(=O)C1CCOCC1)[C@@H](CO)N2,14,2,-10,-4,-1,-8,-2,-18
COCC(=O)Nc1c(C(=O)Nc2ccccc2OC)oc2ccccc12,.,.,-15,1,-2,-1,.,.

# Rewritten tab-delimited: 2 of the compounds above
Molecule	PAX8 inh HTS	ERAP1 inh	LGR2 antag	FN deposit inh	PglD inh	PGC1a acetyl inh	EWS-Fli block	S100A4 MyoIIA
O=C(O)COc1ccc(/C=C/c2ccc3cccc([N+](=O)[O-])c3n2)cc1	41	7	1	13	-1	.	13	-4
CCOC(=O)c1ccc(NC(=S)NCc2ccc(F)cc2)cc1	-14	.	31	1	.	.	1	0

# (listing goes on)
SMILES,PAX8 inh HTS,ERAP1 inh,LGR2 antag,FN deposit inh,PglD inh,PGC1a acetyl inh,EWS-Fli block,S100A4 MyoIIA
N=C1/C(=C\c2ccc(Br)o2)C(=O)N=C2SC(CC(=O)N3CCOCC3)=NN12,2,-1,11,2,-4,1,.,-20
Cc1nn(C)c(C)c1NS(=O)(=O)c1ccc(Cl)cc1,-1,-1,-6,-4,-3,0,-4,0
CCOc1ccccc1NC(=O)CSc1nnc(-c2cccnc2)o1,16,0,3,-3,0,.,-3,-5
CCOCC(=O)Nc1ccc(S(=O)(=O)N2CCC(c3nc4ccccc4[nH]3)CC2)cc1,3,-3,-4,-7,0,.,6,-3
Cc1ccc(NC(=S)Nc2ccc(-c3nnc4n3CCCCC4)cc2)cc1C,-37,9,-5,7,.,.,-12,-7
COc1ccc(NC(=O)[C@H](COCc2ccccc2)NC(=O)OC(C)(C)C)cc1,4,.,.,-13,-2,-1,.,.
CC(=O)Nc1cccc(C(=O)/C=C/c2ccc(C)cc2)c1,75*,1,.,7,.,.,12,3
O=C(Nc1ccccc1)c1cc(S(=O)(=O)N2CCCCC2)ccc1N1CCOCC1,1,-1,29,6,2,3,2,0
COc1cccc(CNC(=O)[C@H]2[C@H](CO)[C@H]3Cn4c(ccc(-c5cccnc5)c4=O)[C@@H]2N3C(C)=O)c1,-9,1,5,.,4,.,2,-7
C[C@H](CO)N1C[C@H](C)[C@H](CN(C)Cc2ccc(C(F)(F)F)cc2)Oc2ccc(NC(=O)C3CC3)cc2C1=O,-3,-8,2,.,-1,3,4,-18
COC(=O)c1ccc(Cn2nnc3c(=O)[nH]c(C4CCN(S(=O)(=O)c5cc(C)ccc5C)CC4)nc32)cc1,10,0,-19,0,-4,6,12,-4
O=C(CSc1nnc(-c2ccncc2)n1CC1CCCO1)Nc1ccccc1Cl (centres undefined),-10,4,.,-6,.,.,-4,-3
COc1ccc(CC(N)c2csc(NC(=O)Cc3ccccc3)n2)cc1 (centres undefined),16,0,7,6,9,-4,8,-7
COc1ccccc1-c1ccc([C@@H]2[C@@H](C#N)N(C(=O)c3cccc(F)c3)[C@@H]2CO)cc1,1,-3,6,0,0,-12,-4,-11
COc1ccc(CN(C)C[C@@H]2Oc3c(NS(=O)(=O)c4ccc(Cl)cc4)cccc3C(=O)N([C@@H](C)CO)C[C@H]2C)cc1,14,-3,-5,.,3,-1,1,-5
COc1ccc(OCC(=O)N2CCN(C(=O)c3ccc(F)cc3)CC2)cc1,17,1,-6,2,-1,.,-2,0
CCOc1ccc(NC(=O)CC(Cc2cc(C)cc(C)c2)C(=O)O)cc1 (centres undefined),-15,-5,2,-6,-5,8,1,-4
COCCn1c(SCc2ccc(C)cc2)nc2c1c(=O)[nH]c(=O)n2C,9,0,0,4,-3,8,0,-3
O=C(CSc1nnnn1-c1ccccc1)CSc1nnnn1-c1ccccc1,.,8,13,.,5,13,10,17
COc1cccc(S(=O)(=O)N2CC3(CN[C@H](CO)c4[nH]c5cc(OC)ccc5c43)C2)c1,.,-6,-28,.,.,.,4,0
Cc1[nH]nc2ncc(C(=O)c3cc(Cl)cc(Cl)c3O)cc12,7,.,.,5,-1,12,.,.
O=C(CSc1nc(NS(=O)(=O)c2ccccc2)cc(=O)[nH]1)Nc1ccccc1C(F)(F)F,1,-4,-5,-1,3,.,-1,2
COCCCN(Cc1ccco1)C(=O)Cn1ncc2c(=O)oc3ccc(C)cc3c21,-5,-2,3,-7,5,6,-1,0

# Compound activity from PubChem.
